APE1 inh = inhibitors of human APE1 endonuclease | AID 2517 | 0.35% of 350,000 active | Potency, µM (doses to about 65.8 µM), inactives show at the top dose activity change, negative = inhibition, usual class: inhibitors | recombinant APE1, TAMRA/BHQ-2 abasic DNA cleavage fluorescence | P27695;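 also: potency is read from the fitted curve at half-maximal effect; plate controls were vehicle for no effect and reference inhibitor for full effect; nearly all actives have a fitted effect of over 55% in size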
Target sequence (P27695 whole entry, looked up): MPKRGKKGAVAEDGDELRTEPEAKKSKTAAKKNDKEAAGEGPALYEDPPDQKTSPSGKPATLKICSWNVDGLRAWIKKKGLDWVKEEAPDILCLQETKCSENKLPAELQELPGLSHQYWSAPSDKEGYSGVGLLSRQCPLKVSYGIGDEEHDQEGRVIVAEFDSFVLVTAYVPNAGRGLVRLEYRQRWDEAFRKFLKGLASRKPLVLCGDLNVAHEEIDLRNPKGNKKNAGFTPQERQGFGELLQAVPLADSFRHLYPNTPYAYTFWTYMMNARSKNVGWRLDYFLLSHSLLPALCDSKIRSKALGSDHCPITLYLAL
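0.75 nM APE1 + cpd, 15 min RT; start w/ 50 nM TAMRA/BHQ-2 THF-abasic dsDNA; kinetic fluor 525/598 nm ×3 reads @60 s; Δ(read3−read1); normalized to DMSO and NSC13755 control wells.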
TRHR agonist = activates the human TRH receptor | P34981 | TRHR cells, calcium flux fluo-8, FDSS agonist mode | activation, % at 2 µM | 0.18% of 360,000 active | AID 493084; in the data active = activation above about 30%; also: 0% is about no effect
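Fluo-8-loaded TRHR cells; 10 s baseline, compound added, kinetic Ca2+ fluorescence read 1/s, agonist mode.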
Apoferritin bind = candidate novel general anesthetic via apoferritin binding. AID 485281. 0.074% of 350,000 active. apoferritin/1-aminoanthracene competitive binding, fluorescence. P02791. Potency, µM (top dose mostly 77.5 µM), inactives show top-dose activity change, negative = displacement, most hits filed as inhibitors; also: potency is read from the fitted curve at half-maximal effect; % is scaled to controls: 0 for no effect and ±100 for the full control effect; nearly all actives have a fitted effect of over 20% in size
Target sequence (P02791 2-175 limits assumed): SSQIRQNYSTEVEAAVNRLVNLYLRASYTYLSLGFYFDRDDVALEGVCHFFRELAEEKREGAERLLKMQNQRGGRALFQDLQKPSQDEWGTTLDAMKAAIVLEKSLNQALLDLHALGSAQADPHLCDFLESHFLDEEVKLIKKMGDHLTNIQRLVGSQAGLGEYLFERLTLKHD
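Concentration-response curves derived by four-parameter Hill fitting of normalized fluorescence, where compounds displaced 1-AMA from 10 uM horse apoferritin following a brief 10 min room-temperature incubation; propofol titration acted as positive control.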
Pol kappa inh = blocks human DNA polymerase kappa activity; Q9UBT6; purified Pol kappa, fluorescent DNA synthesis assay, 10 min; Potency, µM (highest dose often 107 µM), for the others: top-dose activity, negative = inhibition, hits mostly inhibitors; 0.53% of 400,000 active; also: potency is read from the fitted curve at half-maximal effect; % is scaled to controls: 0 for no effect and ±100 for the full control effect
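First, compounds were pin-transferred onto 10 nM Pol kappa. After 15 min at room temperature, substrate was added to 50 nM final. Fluorescence was then measured kinetically at 0 and 10 min.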
ERG Ets-DNA blk = ERG Ets/DNA interaction inhibition; P11308; fluorescence polarization, His-ERG Ets domain / labelled DNA; Potency, µM (titrated, usually from 76.9 µM), for the others: at the highest dose FP activity, negative = inhibition, actives largely listed as inhibitors; 0.028% of 370,000 active; AID 624246; active = well fitted inhibition curve with a large enough effect in the polarisation, with a control signal flat; inconclusive = small, poorly fitted or top-dose-only effect, or effect the other way, or a change in a side signal; inactive = no such curve, though single readings can be large or run the other way; the % refers to the polarisation;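 also: polarization taken with two DNA probes labelled with fluorescein and Texas red; potency is read from the fitted curve at half-maximal effect; % of control where 0% means no effect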
Target sequence (P11308 whole entry, looked up, the tested form may be a part): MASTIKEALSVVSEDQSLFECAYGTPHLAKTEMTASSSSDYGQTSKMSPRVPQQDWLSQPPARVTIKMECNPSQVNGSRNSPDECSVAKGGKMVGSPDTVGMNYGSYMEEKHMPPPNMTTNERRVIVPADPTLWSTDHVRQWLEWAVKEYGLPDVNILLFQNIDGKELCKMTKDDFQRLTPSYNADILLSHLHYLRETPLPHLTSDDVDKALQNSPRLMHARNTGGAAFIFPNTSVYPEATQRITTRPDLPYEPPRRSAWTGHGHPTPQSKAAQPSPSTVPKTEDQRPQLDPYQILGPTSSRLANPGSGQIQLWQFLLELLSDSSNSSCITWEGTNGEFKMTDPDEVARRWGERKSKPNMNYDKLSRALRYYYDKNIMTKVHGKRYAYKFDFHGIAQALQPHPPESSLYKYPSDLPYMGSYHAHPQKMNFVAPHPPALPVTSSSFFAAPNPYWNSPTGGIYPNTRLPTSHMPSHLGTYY
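His-tagged ERG Ets domain (1 uM in the protein solution; 300mM KCl, 50mM Tris-HCl, 1mM EDTA, 1mM DTT, pH 7.5) received compound, then a probe mix of 5 nM fluorescein-DNA and 100nM Texas-615-DNA. Fluorescence polarization was read for both dyes.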
ALOX12 inh = ALOX12 (human) lipoxygenase inhibition | P18054 | 1.1% of 580,000 active | AID 1671190 | Potency, µM (titrated, usually from 108 µM), inactives show top-dose activity change, negative = inhibition, most hits filed as inhibitors | purified 12hLO, xylenol orange hydroperoxide absorbance; also: potency is read from the fitted curve at half-maximal effect; % is scaled to controls: 0 for no effect and ±100 for the full control effect
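Purified human 12hLO at 150 nM in 25 mM Hepes, 0.01% Triton X-100, pH 7.0, preincubated 15 min at room temperature with compound. Reaction started with 40 uM arachidonic acid, 30 min at room temperature. Hydroperoxide measured by Fe-xylenol orange, 573/405 nm absorbance ratio.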
Pol iota inh = blocks human DNA polymerase iota activity; 1% of 390,000 active; Q9UNA4; Potency, µM (highest dose often 115 µM), for inactives: at the highest dose activity, negative = inhibition, most hits filed as inhibitors; Pol iota fluorescent replication assay, 10 min; also: potency is read from the fitted curve at half-maximal effect
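Pol iota at 10 nM preincubated 15 min with compounds at room temperature; reaction started with fluorescent substrate, 50 nM final. Fluorescence read kinetically at 0 and 10 min; buffer-only wells as negative control.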
BLM inh = blocks DNA unwinding by human BLM helicase | P54132 | recombinant BLM DNA unwinding, fluorescence dequenching | Potency, µM (top dose mostly 56.1 µM), for the others: top-dose activity change, negative = inhibition, actives largely listed as inhibitors | 0.2% of 350,000 active;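 also: potency is read from the fitted curve at half-maximal effect; plate controls were vehicle for no effect and no enzyme for full effect; nearly all actives have a fitted effect of over 35% in size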
Pol beta inh = blocks human DNA polymerase beta activity; P06746; AID 485314; Pol beta primer extension/strand displacement, fluorescence kinetic; 1.3% of 340,000 active; Potency, µM (top dose mostly 114 µM), for inactives: at the highest dose activity change, negative = inhibition, actives largely listed as inhibitors; also: potency is read from the fitted curve at half-maximal effect; % is scaled to controls: 0 for no effect and ±100 for the full control effect
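Kinetic readout of DNA synthesis with strand displacement by Pol beta. Compound and 10 nM enzyme sit 15 min at room temperature; 50 nM substrate starts the reaction, read immediately and at 10 min.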
Active calls of the source: *; i = inactive; ? = inconclusive; . = not tested or not shown; & = joins results of further samples; [ ] = remark or other dose. Unless noted, calls follow the shape of the dose curve; as a rule, active = well fitted curve in the direction sought with a large enough effect; inconclusive = small, poorly fitted or top-dose-only effect, or another doubt; inactive = no such curve, though single readings can be large; an effect the other way counts as inactive or inconclusive.

Preview:
SMILES | APE1 inh | TRHR agonist | Apoferritin bind | Pol kappa inh | ERG Ets-DNA blk | ALOX12 inh | Pol iota inh | BLM inh | Pol beta inh
CCc1nn(CC(=O)Nc2cccc(C(C)=O)c2)c(=O)c2cc3sccc3n12 | . | 0.2 | -9% | -17% | 9% | -4% | -10% | 1% | -1%
Cc1cccc(Cn2cnc3ccccc32)c1 | -3% | -0.4 | ? | -20% | -1% | -21% | 37%[activator] | 2% | 6%
CS(=O)(=O)c1ccc2nc(NC(=O)c3ccc(Cl)cc3)sc2c1 | 5% | 0.1 | -6% | 5% | -2% | ? | ? | -2% | 36%
COc1cc(SC)ccc1C(=O)Nc1ncc(C)s1 | 1% | 0.9 | -14% | 2% | -2% | i | -17% | 4% | 7%
COCCCn1c(=O)c2sccc2n(Cc2ccccc2)c1=O | -1% | -0.4 | -5% | -1% | 11% | 17% | 21% | -1% | -7%
O=C(/C=C/c1ccccn1)c1cc(Br)ccc1O | -4% | -0.7 | -12% | 2% | 17% | ? | 8% | -3% | -14%
CCc1ccc(NC(=O)c2cnn(-c3c(C)cccc3C)c2C2CCN(C(=O)OC(C)(C)C)CC2)cc1 | . | 0.7 | ? | -5% | 5% | -26% | 10% | -12% | 4%
COc1ccc(CCNC(=O)N2c3ccccc3Sc3ccccc32)cc1 | . | . | . | -15% | -4% | 0% | -12% | . | .

This part in full (from the top)
SMILES | APE1 inh | TRHR agonist | Apoferritin bind | Pol kappa inh | ERG Ets-DNA blk | ALOX12 inh | Pol iota inh | BLM inh | Pol beta inh
CCc1nn(CC(=O)Nc2cccc(C(C)=O)c2)c(=O)c2cc3sccc3n12 | . | 0.2 | -9% | -17% | 9% | -4% | -10% | 1% | -1%
Cc1cccc(Cn2cnc3ccccc32)c1 | -3% | -0.4 | ? | -20% | -1% | -21% | 37%[activator] | 2% | 6%
CS(=O)(=O)c1ccc2nc(NC(=O)c3ccc(Cl)cc3)sc2c1 | 5% | 0.1 | -6% | 5% | -2% | ? | ? | -2% | 36%
COc1cc(SC)ccc1C(=O)Nc1ncc(C)s1 | 1% | 0.9 | -14% | 2% | -2% | i | -17% | 4% | 7%
COCCCn1c(=O)c2sccc2n(Cc2ccccc2)c1=O | -1% | -0.4 | -5% | -1% | 11% | 17% | 21% | -1% | -7%
O=C(/C=C/c1ccccn1)c1cc(Br)ccc1O | -4% | -0.7 | -12% | 2% | 17% | ? | 8% | -3% | -14%
CCc1ccc(NC(=O)c2cnn(-c3c(C)cccc3C)c2C2CCN(C(=O)OC(C)(C)C)CC2)cc1 | . | 0.7 | ? | -5% | 5% | -26% | 10% | -12% | 4%
COc1ccc(CCNC(=O)N2c3ccccc3Sc3ccccc32)cc1 | . | . | . | -15% | -4% | 0% | -12% | . | .
Cc1ccc(C)c(NC(=O)c2ccccc2NS(=O)(=O)c2cc([N+](=O)[O-])ccc2C)c1 | -4% | 1.5 | 2% | -5%[60.1 µM] | 5% | 2% | 13% | -5% | 15%
COc1ccccc1C1=NOC(Cn2c(=O)c3c(ncn3C)n(C)c2=O)C1 (stereo not drawn) | -2% | -0.1 | -10% | -2% | 3% | 479%&27%[activator] | -4% | 1% | 6%
CC1(C)C(=O)CCC2(C)C1=CCC1C2C(=O)CC2(C)C1CCC2(O)C(=O)CO (stereo not drawn) | . | . | . | -6% | 12% | -3% | 94%[activator] | . | .
COc1ccc(C)cc1NC(=S)Nc1ccccc1SC | 16% | -0.2 | -5% | 0% | 2% | -13% | 16% | -2% | 34%
Cc1ccc(C(=O)Nc2ncc([N+](=O)[O-])s2)cc1 | -2% | 3.5 | 4% | 3% | 23% | -8% | -9% | -7% | -7%
CCN(C(=O)c1cc2c(=O)oc3ccccc3c2s1)c1cccc(C(F)(F)F)c1 | . | -0.5 | -8% | -23% | -5% | 7% | -19% | 0% | 63%
CCOc1ccccc1CNCc1c(C(=O)O)n(Cc2ccccc2)c2cc(OC)ccc12 | . | 0.1 | -12% | -8% | -1% | 0% | 2% | 3% | 4%
Nc1[nH]c2cc([N+](=O)[O-])ccc2c1-c1ccccn1 | -28% | 31* | -3% | -19% | 57%[activator] | ? | ? | -12% | 2%
O=C(Nc1ccccc1)/C(=C1\CCCN1)[N+](=O)[O-] | 16% | 0.4 | -6% | 3% | 5% | 2% | 77%[activator] | -4% | 48%
O=C(Nc1nc2c(F)cc(F)cc2s1)c1ccc([N+](=O)[O-])o1 | 5% | 1.3 | -3% | 0% | -8% | 0% | 19% | -4% | -1%
Cc1cccc(NC(=O)c2ccc3c(c2)OCCO3)n1 | 15% | -0.6 | -2% | 5% | -1% | . | 22% | -1% | 10%
NS(=O)(=O)c1ccc(NC(=O)CCc2ccccc2)cc1 | -1% | 0.1 | -13% | -26% | 3% | -9% | ? | -3% | 3%
CCCCNc1ncnc2sc3c(c12)CCN(CCC)C3 | 4% | 1.6 | -4% | 4% | 11% | 6% | 10% | -1% | -17%
Cc1cccc(C)c1NC(=O)CSc1cc(C(=O)c2nccn2C)c2ccccc2n1 | 15% | 1.3 | 1% | -6% | 11% | -3% | 97%[activator] | -4% | 15%
O=C(/C=C/c1ccco1)Nc1ccc2nc3n(c(=O)c2c1)CCCC3 | 33%[activator] | -1.0 | 0% | -7% | -5% | 5% | 71µM* | 4% | -21%
CCC1CCCCN1S(=O)(=O)c1ccc(NC(=O)C2CC(=O)N(C(C)(C)C)C2)cc1 (stereo not drawn) | . | . | . | -16% | 3% | 1% | 127%[activator] | . | .
O=C(Cc1cnc2ncnn2c1)N1CCc2c([nH]c3ccccc23)C1c1ccccc1F (stereo not drawn) | -7% | -0.5 | ? | -1% | 9% | 8% | 55%[activator] | -6% | 6%
Cn1nc(C(=O)Nc2ccccc2N2CCCC2)c2ccccc2c1=O | 31% | 0.6 | ? | -4% | -1% | 0% | 22% | -4% | 1%
COc1ccc(F)cc1S(=O)(=O)Nc1cccc(-c2ccc(N3CCC(C)CC3)nn2)c1 | . | 0.2 | 39%[activator] | -18%[60.1 µM] | 10% | -1%&-1% | -12% | -5% | -18%
CCn1c(SC(C)C)nnc1-c1c[nH]c2ccccc12 | -3% | -0.5 | ? | 5% | 6% | 4% | -14% | 1% | 0%
O=C(Nc1cccnc1)C(Cc1ccccc1)n1cccc1 (stereo not drawn) | 16% | 0.2 | -8% | -11% | 5% | 19% | -8% | -2% | 22%
O=c1c2ccccc2c(=O)n(-c2ccccc2)n1-c1ccccc1 | . | . | . | -4% | -1% | -4% | 105%[activator] | . | .
COc1ccccc1/C=C\C(=O)NCC(=O)N/N=C/c1cccc(OC)c1O | 7% | -0.4 | -19% | -17% | -2% | -18% | -17% | -27% | ?
O=C(Nc1ccccc1-c1nc2ccccc2s1)c1ccc(Br)o1 | 3% | 0.5 | 3% | 5% | 3% | 28% | 16% | -1% | 7%
Cc1ccccc1CN(C)CC(=O)Nc1cccc(S(=O)(=O)N(C)c2ccccc2)c1 | 1% | 0.7 | 49%[activator] | -5% | -2% | 26% | -2% | -9% | -14%
COc1ccc(S(=O)(=O)NCC(=O)Nc2ccc3c(c2)OCCO3)cc1OC | 68%[activator] | -1.7 | -1% | -20% | 3% | 11% | -13% | -2% | 7%
Cc1cc(C)nc(Nc2ncc(O)n2-c2ccc(C)c(C)c2)n1 | 6% | 0.0 | -11% | -10% | 3% | 0% | ? | -1% | -27%
CC(C)N1C(=O)CC2(CC[N+](C)(CCOC(=O)C(c3ccccc3)c3ccccc3)CC2)C1=O (stereo not drawn) | 1% | -0.5 | -19% | -5% | -1% | ? | 7% | -1% | 15%
CCN1C(=O)CCC(C(=O)O)C1c1ccc(OC)cc1 (stereo not drawn) | 2% | -0.6 | 5% | -4% | -1% | 88%[activator] | 39%[activator] | -4% | 0%
CCC(Cn1nnc2ccccc2c1=O)NC(=O)Nc1cc(C)cc(C)c1 (stereo not drawn) | . | -1.3 | ? | 3% | 6% | 1% | 13% | -3% | 40%
COc1ccc(-c2nc(C(N)=O)c3c(n2)n(-c2ccccc2OC)c(=O)n3C)c(OC)c1 | . | 0.2 | 42%[activator] | -2%[60.1 µM] | 2% | -17% | 14% | -3% | 14%
CCC(C)Sc1ccc([C@@H]2[C@@H]3C(=O)N(CC)C(=O)[C@@H]3[C@]3(C(=O)OC)CCCCN23)cc1 (stereo partly drawn) | -6% | . | . | -4% | -10% | ? | 20% | . | .
c1ccc2c(c1)CCCc1cc(NCCN3CCOCC3)nnc1-2 | -1% | -1.1 | 1%[29.3 µM] | -6% | -1% | -13% | ? | -2%[21.4 µM] | .
Cc1ccc(NC(=O)COc2ccc(/C=C3/SC(=Nc4ccccc4)N(Cc4cccnc4)C3=O)cc2)cc1 | 11% | -0.6 | 2% | -1% | 3% | 7% | 17% | -4% | 29%
CCS(=O)(=O)N1CCN(C(=O)CCC2CCCC2)CC1 | 6% | 0.9 | 8% | 0% | 3% | -23% | 13% | 6% | 19%
CCOC(=O)c1c(C)[nH]c(C)c1C(=O)COC(=O)COc1ccc(Cl)c(C)c1 | -4% | 0.0 | . | -5% | 2% | ? | 38%[activator] | . | .
CCO[C@H]1OC(C(=O)NC2CC2)=C[C@@H](c2ccc(C(F)(F)F)cc2)[C@@H]1CCCO | 7% | 0.0 | -17% | 3% | 4% | 2% | 21% | 1% | 1%

This is a subset, so the mix of outcomes need not match the whole.
